# Compound activity deposited in PubChem BioAssay by several laboratories.
# AddAB inh: growth inhibition of E. coli expressing H. pylori AddAB, primary screen, AddAB inhibitor project, absorbance. inhibition, % at 11.9 µM. 330,000 compounds, 0.29% hits; in the data active means inhibition above about 12%;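 further: 0% = vehicle wells of infected cells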
# PKA-R1A act: activators of PKA-R1A holoenzyme, primary screen, biochemical, fluorescence polarization, Cy5-IP20, bovine R1A, mouse PKAc; cAMP-dependent protein kinase type I-alpha regulatory subunit (Bos taurus) + …; PKA-R1A dissociation; scaled: DMSO 0%, 113 µM cGMP 100%; activation, % at 11.4 µM; 340,000 compounds, 0.083% hits; AID 504707, 2011;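 active means percent activation above the mean of all tested compounds plus 3 SD, cut at about 19% in these data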;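 further: higher means more PKAc released from R1A so a rise in polarization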
# HTR5A inv ctr: HTR5A inverse agonists in luminescence cell assay, primary screen, counter-screen for OPRM1-OPRD1 heterodimer inverse agonist project, full-deck HTS | HTR5A cell line, inverse agonism | inhibition, % at 9.3 µM | 340,000 compounds, 0.083% hits | AID 504634, 2011; in the data active means inhibition mostly above about 23%, no sharp cut-off; inactive means mostly below about 18%;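 further: 0% = cells with DMSO and 100% = no-cell wells with DMSO; some compounds called inactive have numbers as strong as hits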
# OPRM1-OPRD1 inv: inverse agonists of MOR-DOR heterodimerization, primary screen, cell-based, luminescence | Mu-type opioid receptor (Homo sapiens) + Delta-type opioid receptor (Homo sapiens), … | cell-based MOR-DOR heterodimer luminescence, inverse agonism | inhibition, % at 9.3 µM | 340,000 compounds, 0.21% hits | AID 504357, 2011; in the data active means inhibition above about 22%, passing the limit was not always enough;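 further: 0% = cells with DMSO and 100% = wells without cells with DMSO; values of inactives mirror those of a sister screen read the other way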
# PfHsp90 yeast 2: growth inhibition of PfHsp90-expressing yeast, primary screen, antimalarial PfHsp90 inhibitor project, S. cerevisiae, BacTiter-Glo luminescence, single point, set 2; BacTiter-Glo ATP, 48 h; yeast lacking PDR1 and PDR3 efflux regulators; AID 504621, 2011; 310,000 compounds, 0.32% hits; inhibition, % at 9.4 µM;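 active means every replicate shows inhibition above about 80%, whatever the replicate mean, limit read from the data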;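 further: 0% = DMSO neutral controls and 100% = 20 µM radicicol positive controls; yeast relying on Plasmodium falciparum Hsp90 in place of its own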
# SUMO Mot1 rescue: yeast Mot1-301 growth rescue at high temperature, primary screen, SUMOylation pathway inhibitor project, S. cerevisiae, ATP luminescence, 38.5C; S. cerevisiae Mot1-301 growth rescue; percent above DMSO median, 100 means doubled; growth rescue, % at 18.8 µM; 320,000 compounds, 1% hits;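 active means every valid replicate shows activation above 250% relative to neutral control wells; inactive means the rest, any valid replicate at or below 250%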;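 further: OY570 slx delta 5 strain wells were the positive control but not used for scaling; some compounds called inactive have numbers as strong as hits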
# OPRM1-OPRD1 ag: agonists of OPRM1-OPRD1 heterodimerization, primary screen, cell-based, luminescence; activation, % at 9.3 µM; cells; 340,000 compounds, 0.3% hits; AID 504326, 2011; in the data active means activation above about 18%;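 further: 0% = vehicle-treated cells and 100% = reference agonist; values of inactives mirror those of a sister screen read the other way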
# HTR5A ag: HTR5A agonists in luminescence cell assay, primary screen, counter-screen for OPRM1-OPRD1 heterodimer agonist project, full-deck HTS; 5-hydroxytryptamine receptor 5A (Homo sapiens), P47898; cell-based; activation, % at 9.3 µM; 340,000 compounds, 0.61% hits; in the data active means activation mostly above about 9.5%, no sharp cut-off; inactive means mostly below about 7.6%;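 further: 0% = cells with vehicle only and 100% = reference agonist; strong numbers were not always called active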
# Pemphigus Ab inh: inhibitors of pemphigus antibody binding to DSG3, primary screen, biochemical, bead-based, flow cytometry, scFv-GFP | 310,000 compounds, 0.48% hits | DSG3-coupled beads, scFv-anti-DSG3-GFP binding; hits give low values | binding (percent of control), % at 10 µM;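 active means binding more than 3 SD below its plate's average and above zero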;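 further: hits lower antibody fragment binding to DSG3; some compounds called inactive have numbers as strong as hits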
# Target sequence (P32926 whole entry, looked up, the tested form may be a part): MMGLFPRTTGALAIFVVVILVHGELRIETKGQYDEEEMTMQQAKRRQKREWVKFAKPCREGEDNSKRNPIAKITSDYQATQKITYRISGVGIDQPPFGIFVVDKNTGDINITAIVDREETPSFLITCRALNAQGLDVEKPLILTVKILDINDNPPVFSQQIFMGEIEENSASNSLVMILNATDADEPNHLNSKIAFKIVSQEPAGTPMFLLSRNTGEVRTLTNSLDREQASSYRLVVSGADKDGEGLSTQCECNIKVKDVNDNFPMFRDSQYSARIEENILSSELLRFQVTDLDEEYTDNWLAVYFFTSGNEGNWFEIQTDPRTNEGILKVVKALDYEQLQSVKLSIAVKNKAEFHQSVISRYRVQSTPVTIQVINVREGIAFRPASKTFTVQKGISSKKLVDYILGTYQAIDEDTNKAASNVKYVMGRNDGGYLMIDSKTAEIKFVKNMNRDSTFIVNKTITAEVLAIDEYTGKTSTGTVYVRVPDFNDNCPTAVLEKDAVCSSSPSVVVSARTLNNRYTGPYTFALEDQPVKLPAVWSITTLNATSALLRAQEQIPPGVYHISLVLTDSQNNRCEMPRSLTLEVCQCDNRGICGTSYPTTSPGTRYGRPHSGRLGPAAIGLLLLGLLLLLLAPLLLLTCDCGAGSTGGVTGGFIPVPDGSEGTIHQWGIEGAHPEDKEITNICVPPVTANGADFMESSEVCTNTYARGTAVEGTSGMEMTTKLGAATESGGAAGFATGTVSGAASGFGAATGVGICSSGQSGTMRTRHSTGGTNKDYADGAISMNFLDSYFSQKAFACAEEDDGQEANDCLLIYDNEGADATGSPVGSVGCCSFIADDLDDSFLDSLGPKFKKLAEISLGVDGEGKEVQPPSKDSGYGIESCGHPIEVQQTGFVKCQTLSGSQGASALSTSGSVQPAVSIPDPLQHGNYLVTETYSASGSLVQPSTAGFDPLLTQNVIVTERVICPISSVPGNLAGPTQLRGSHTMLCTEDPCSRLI
# Ecoli viability: E. coli V3065 growth inhibition, primary screen, counter-screen for AddAB inhibitor project, absorbance, OD600. 330,000 compounds, 0.27% hits. 18 h. inhibition, % at 11.9 µM;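 active means inhibition above the campaign's mean inhibition across all tested compounds plus 3 SD, cut at about 9.9% in these data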;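 further: uninfected addAB+ strain grown without phage in ampicillin broth; 0% = DMSO wells and 100% = ciprofloxacin 0.95 µg/ml wells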
# phage Ecoli inh: growth loss of phage-infected E. coli, primary screen, RecBCD inhibitor project, absorbance, with phage, HTS; inhibition, % at 11.9 µM; 360,000 compounds, 0.26% hits; AID 651602, 2012; in the data active means inhibition above about 11%
# * = called active by the depositor; . = no result given.
SMILES,AddAB inh,PKA-R1A act,HTR5A inv ctr,OPRM1-OPRD1 inv,PfHsp90 yeast 2,SUMO Mot1 rescue,OPRM1-OPRD1 ag,HTR5A ag,Pemphigus Ab inh,Ecoli viability,phage Ecoli inh
O=C(Cc1ccc(Cl)cc1)Nc1ccccc1C(=O)N1CCCCC1,-0.8,8,-16,11,-12,1,-2.0,3,.,0.7,0.5
COc1ccc(-n2ncc3c(N(C)C4CCCCC4)ncnc32)cc1,-0.9,3,-11,-34,0,-8,6.2,4,100,1.4,1.9
Cc1cc(C)cc(OCCNC(=O)C2CCN(S(=O)(=O)c3ccccc3)CC2)c1,2.8,-4,7,13,-10,-1,-2.5,-3,115,-0.6,2.0
CCc1nc(N2CCN(C(=O)c3ccccc3)CC2)c(C#N)c2c1COC(C)(C)C2,2.6,5,3,11,1,-9,-2.7,5,103,-1.9,1.0
O=C(NNCc1ccccc1)c1ccccn1,.,-20,-2,14,20,.,-3.0,0,.,.,3.2
CS(=O)(=O)N(CC(=O)N1CCOCC1)Cc1ccc(Cl)cc1,5.6,0,-7,23,-18,-16,-5.5,3,103,0.5,2.6
CCOC(=O)N1CCN(C(=S)NC2CCCC2)CC1,-0.9,5,20,20,0,-13,-3.2,5,85,0.9,2.6
CN1CCN(S(=O)(=O)c2cc(Cl)c(Cl)cc2Cl)CC1,2.4,8,-9,-3,-4,-5,0.6,-5,99,0.6,1.5
c1ccc2c(c1)Cn1nc(Cc3nc4c(s3)CCCC4)nc1-2,0.3,2,1,12,2,10,-2.0,1,107,-0.2,0.0
COc1ccc(NC(=O)CN(C)C(=O)c2cccc(NS(=O)(=O)c3ccc(Br)cc3)c2)cc1,-1.0,-3,7,10,.,3,-1.5,-3,97,-4.3,1.8
CCOC(=O)Nc1ccc2c(c1)N(C(=O)CCN(C)C)c1ccccc1CC2,-1.8,-6,-11,10,7,7,-2.3,3,100,1.0,-0.8
Cc1cc(C)cc(OCC(O)CN2CCN(C(=O)c3ccco3)CC2)c1 (centres undefined),-0.2,-1,-16,19,6,6,-4.3,4,98,0.9,3.5
Cc1ccc(N(CC(=O)N=Nc2c(O)[nH]c3ccccc23)S(C)(=O)=O)c(C)c1,2.1,-2,2,15,-18,-4,-2.9,2,104,0.0,6.3
Cc1ccc2nc3n(c2c1)CCCN3,2.1,-8,2,8,-4,3,-1.4,0,99,-1.7,3.6
O=C(CC(c1ccccc1)c1ccccc1)Nc1ccc(Cl)cn1,1.3,-3,4,-18,3,.,3.1,1,105,2.8,2.0
CCc1ccc(NC(=O)CN2CCN(c3ccc(OC)cc3)CC2)cc1,.,-9,1,8,22,.,-1.6,0,108,.,3.4
Cc1ccc(S(=O)(=O)N(C(=O)c2ccncc2)c2ccc(OC(=O)c3ccncc3)cc2)c(C)c1,1.8,6,9,-10,89*,34,1.9,2,.,0.3,1.5
Cc1ccc(-c2nnn(CC(=O)N(Cc3ccccc3F)C(C(=O)NC3CCCC3)c3ccncc3)n2)o1 (centres undefined),-1.1,1,-29,10,2,108,-2.0,1,.,-0.6,2.7
c1ccc2[nH]c3cc4ncnc4cc3nc2c1,-7.2,-3,2,-1,-32,12,0.1,-3,88,-8.2,-2.3
CCc1cc(C(=O)N2CCCC(C(=O)c3cccc(OC(C)C)c3)C2)n(C)n1 (centres undefined),3.6,-5,0,7,3,7,-1.4,0,99,2.2,2.2
Cn1c(=O)c(N=O)c(N)n(Cc2ccccc2)c1=S,1.2,-3,-7,17,-38,5,-3.1,0,100,-2.2,2.0
O=C(c1ccc(-c2ccccc2)cc1)C1CCCN(C(=O)c2ccncc2)C1 (centres undefined),0.7,4,0,1,-4,32,-0.2,10,100,-2.0,3.0
CCC1CN2CCc3cc(OC)c(OC)cc3C2CC1CC1c2cc(OC)c(OC)cc2CCN1C(=O)C(Cc1c[nH]c2ccccc12)NC(=O)OC(C)(C)C (centres undefined),.,-7,3,-7,-10,.,1.4,-1,114,.,3.6
O=S(=O)(c1cccs1)n1cnc2ccccc21,-0.3,-13,8,10,-10,-30,-1.8,11,119,-1.7,1.1
Cc1cccc(CNC(=O)c2ccccc2NC(=O)C2=CSCCO2)c1,3.2,-5,-15,14,-25,9,-2.5,3,113,0.4,1.0
Cc1ccc(NC(=O)NC(=O)CSc2nnnn2C)c(C)c1,2.8,-1,-10,7,19,3,-1.3,-1,104,1.0,2.0
COC(=O)CC1C(=O)NCCN1C(=O)CSc1nc2ccccc2c(=O)n1CC(C)C (centres undefined),4.5,-7,-3,11,.,0,-2.3,1,110,-1.3,2.5
O=C(NCCc1ccccn1)C(F)(F)C(F)(F)C(F)(F)C(F)(F)C(F)(F)C(F)F,3.3,-4,-27,16,10,46,-2.6,1,94,-1.5,2.4
COc1cccc(C2=CC(c3ccccc3)n3nnnc3N2)c1 (centres undefined),0.1,-2,-2,1,-18,7,-0.1,7,99,-1.6,3.0
O=C(NCc1ccccc1)C1=C[C@@H](C2CC2)C[C@@H](OCCCCO)O1,6.2,-4,8,22,-11,11,-4.0,-3,101,1.4,2.2
Cc1ccsc1/C=N/N=C/c1sccc1C,5.8,-8,2,-30,8,3,6.4,-1,107,2.1,-0.4
CC(C)OP(=O)(c1ccc(N(C)C)cc1)C(O)c1c(Cl)cccc1Cl (centres undefined),2.9,4,9,11,.,-13,-1.8,3,99,-0.7,2.6
CN1CCN(NC(=O)/C=C/c2ccc(C(C)(C)C)cc2)CC1,-0.2,0,-8,15,4,33,-4.7,0,114,-0.2,0.7
O=C(O)c1cc(Cl)c2c(c1)OCO2,0.3,-8,-15,1,18,-7,-0.2,-1,108,-1.3,2.2
COc1ccc(CCNC(=O)CN2C(=O)NC(C)(c3ccc([N+](=O)[O-])cc3)C2=O)cc1 (centres undefined),1.4,-2,-16,6,-29,-11,-1.2,3,106,0.3,1.1
CC1CCCCN1CC(=O)NC(=O)NCc1ccccc1 (centres undefined),1.0,1,21,18,-10,-5,-3.5,6,110,-0.6,2.9
Nc1ccccc1C(=O)NCCN1CCNC1=O,1.8,-1,-22,11,0,-6,-2.2,-1,.,-0.9,2.3
CC(=O)c1c(C)nn(CC(O)Cn2c3c(c4cc(C)ccc42)CCCC3=O)c1C (centres undefined),-0.8,8,-6,10,16,218,-1.8,1,105,-0.8,2.8
O=C(CN(c1ccccc1)S(=O)(=O)c1ccccc1)Nc1ccccc1C(=O)NCc1ccco1,2.2,5,-17,-3,15,3,0.5,-2,104,2.4,1.6
Cc1ccc(NC2=C(Cl)C(=O)OC2OC(=O)c2ccccc2)c(C)c1 (centres undefined),0.4,-3,-3,-26,-1,-2,4.5,1,95,2.8,3.5

# Some of these compounds in order of their number in Pemphigus Ab inh, descending:
compound | Pemphigus Ab inh
COC(=O)CC1C(=O)NCCN1C(=O)CSc1nc2ccccc2c(=O)n1CC(C)C (centres undefined) | 110
COc1ccc(CCNC(=O)CN2C(=O)NC(C)(c3ccc([N+](=O)[O-])cc3)C2=O)cc1 (centres undefined) | 106
Cc1ccc(N(CC(=O)N=Nc2c(O)[nH]c3ccccc23)S(C)(=O)=O)c(C)c1 | 104
CCc1cc(C(=O)N2CCCC(C(=O)c3cccc(OC(C)C)c3)C2)n(C)n1 (centres undefined) | 99

# Further structures:
SMILES,AddAB inh,PKA-R1A act,HTR5A inv ctr,OPRM1-OPRD1 inv,PfHsp90 yeast 2,SUMO Mot1 rescue,OPRM1-OPRD1 ag,HTR5A ag,Pemphigus Ab inh,Ecoli viability,phage Ecoli inh
Cc1ccc(OCC(O)CN2CCN(CC(O)COc3ccc(C)cc3)CC2)cc1 (centres undefined),3.6,4,0,-9,-12,-13,1.8,0,102,2.2,2.0
COc1ccc(C2(O)CCN(C(=O)Cc3cccnc3)CC2)cc1,-0.4,3,14,10,12,.,-1.8,-2,97,-0.1,2.1
Cc1ccc(C(=O)OCC(=O)N(CC(C)C)c2c(N)n(Cc3ccccc3)c(=O)[nH]c2=O)o1,3.9,-10,-3,14,.,8,-2.8,1,103,-0.9,1.6
NS(=O)(=O)c1ccc(CCNC(=O)c2ccc(Cl)cc2[N+](=O)[O-])cc1,0.5,1,-4,0,-24,-20,0.1,1,99,0.9,3.0
CC1CN(C(=S)SCC(=O)c2ccccc2)CC(C)O1 (centres undefined),4.6,-9,-13,7,2,28,-1.3,1,104,1.7,0.2
CC1=CC(C)(C)Nc2ccc(OC(=O)C(Cc3ccccc3)N3C(=O)C4CCCCC4C3=O)cc21 (centres undefined),1.7,5,16,6,-13,-26,-1.2,0,106,-2.5,4.6
Cc1cc(C)c2c(N=NN3CCCCC3)[nH]nc2n1,98*,5,-16,9,110*,-8,-1.6,2,128,89*,14*
Nc1nc(NCCOCCO)nc(NCC2CCCO2)c1[N+](=O)[O-] (centres undefined),2.2,12,-18,5,10,11,-1.0,3,113,-0.7,0.5
Cc1ccc(C(=O)C(C)N2C(=O)NC(C)(c3ccccc3)C2=O)cc1 (centres undefined),0.7,-11,-6,-9,-5,.,1.7,3,100,-0.2,1.1
CCCc1nc2c(=O)n(C)c(=O)[nH]c2n1C,4.1,9,3,13,1,11,-2.5,-1,96,1.0,0.9
N#Cc1cc(C(=O)c2ccccc2O)cn(-c2ccc(Cl)cc2)c1=O,5.4,.,.,.,22,187,.,.,103,1.6,1.5

# Another view of part of the listing above:
SMILES | AddAB inh | PKA-R1A act | HTR5A inv ctr | OPRM1-OPRD1 inv | PfHsp90 yeast 2 | SUMO Mot1 rescue | OPRM1-OPRD1 ag | HTR5A ag | Pemphigus Ab inh | Ecoli viability | phage Ecoli inh
COc1ccc(C2(O)CCN(C(=O)Cc3cccnc3)CC2)cc1 | -0.4 | 3 | 14 | 10 | 12 | . | -1.8 | -2 | 97 | -0.1 | 2.1
Nc1nc(NCCOCCO)nc(NCC2CCCO2)c1[N+](=O)[O-] (centres undefined) | 2.2 | 12 | -18 | 5 | 10 | 11 | -1.0 | 3 | 113 | -0.7 | 0.5
N#Cc1cc(C(=O)c2ccccc2O)cn(-c2ccc(Cl)cc2)c1=O | 5.4 | . | . | . | 22 | 187 | . | . | 103 | 1.6 | 1.5
CCCc1nc2c(=O)n(C)c(=O)[nH]c2n1C | 4.1 | 9 | 3 | 13 | 1 | 11 | -2.5 | -1 | 96 | 1.0 | 0.9
